RAD54 branch – blocks human RAD54 Holliday junction branch migration; AID 602329; 360,000 tested, 0.14% active; FAM/BHQ fluorescence; Q92698; inhibition, % at 10.4 µM;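 active = mean normalized replicate activity at least 40 and at least half of replicates scoring 40 or more; inconclusive = only one of the two criteria met; inactive = mean below 40 and under half of replicates reaching 40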;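 also: 0% = median of neutral control wells and 100% = median of positive control wells; inhibitors cause a drop in the FAM fluorescence signal; in these data hits start at about 50%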
E-sel inducer – induces E-selectin expression in human endothelial cells; P16581; HUVEC E-selectin immunofluorescence imaging; normalized: neutral wells 0, TNF-alpha wells 100; activation, % at 7.58 µM; 260,000 tested, 0.37% active;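 active = mean E-selectin-positive cell signal at least 10% of the positive control, reached in at least 60% of replicates, without over 20% cell loss; inconclusive = no rule given, readout overlaps actives, possibly toxicity-flagged; inactive = the rest, including those meeting only one limit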;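 also: in these data hits start at about 27%; measured in HUVEC primary endothelial cells; signal is the percent of cells scored E-selectin positive by PE staining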
Target sequence (P16581 whole entry, looked up): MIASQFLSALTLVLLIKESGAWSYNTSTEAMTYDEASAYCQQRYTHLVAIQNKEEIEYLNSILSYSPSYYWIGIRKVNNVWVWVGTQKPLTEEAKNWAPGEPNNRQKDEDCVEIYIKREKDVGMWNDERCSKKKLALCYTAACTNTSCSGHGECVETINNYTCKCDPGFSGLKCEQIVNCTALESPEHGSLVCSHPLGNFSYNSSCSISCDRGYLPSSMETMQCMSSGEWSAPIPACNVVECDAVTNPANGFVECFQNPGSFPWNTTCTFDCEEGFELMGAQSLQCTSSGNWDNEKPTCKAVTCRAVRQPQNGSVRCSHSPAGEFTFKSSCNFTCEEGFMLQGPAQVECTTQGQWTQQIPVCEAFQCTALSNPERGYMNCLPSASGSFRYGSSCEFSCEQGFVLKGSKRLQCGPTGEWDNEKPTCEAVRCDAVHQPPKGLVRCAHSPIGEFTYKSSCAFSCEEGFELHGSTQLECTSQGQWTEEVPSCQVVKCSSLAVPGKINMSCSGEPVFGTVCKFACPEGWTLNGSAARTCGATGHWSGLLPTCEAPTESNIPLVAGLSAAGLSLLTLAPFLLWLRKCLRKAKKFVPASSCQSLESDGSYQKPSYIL
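Test system: HUVEC | Signal: Immunofluorescence imaging | Read-out: Percent E-selectin-positive cells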
DENV2 CPE – inhibitors of DENV2 cytopathic effect; 350,000 tested, 1.7% active; DENV2-infected cells, cytopathic effect rescue, plate reader; CPE inhibition, % at 9.99 µM; in the data active = CPE inhibition above about 20%, passing the limit was not always enough; inconclusive = no clear call, values can overlap the other calls; tested in BHK-21 cells;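 also: 0% = median of neutral control wells and 100% = median of positive control wells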
CASP6 VEID inh – blocks human caspase-6 cleavage activity; P55212; purified caspase-6, Z-VEID-R110 cleavage fluorescence; inhibition, % at 12.5 µM; 350,000 tested, 0.53% active; AID 686996;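 active = mean inhibition across replicates at least about 35%, with every replicate also reaching that limit, limit read from the data; inconclusive = only one of the two criteria met; inactive = neither criterion met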;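 also: 0% = median of neutral control wells and 100% = no fluorescence left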
Target sequence (P55212 24-179 limits assumed): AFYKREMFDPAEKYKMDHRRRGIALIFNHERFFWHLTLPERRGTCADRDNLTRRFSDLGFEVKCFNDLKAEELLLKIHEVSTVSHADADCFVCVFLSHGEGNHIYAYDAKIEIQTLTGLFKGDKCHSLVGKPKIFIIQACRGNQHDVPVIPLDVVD
Target sequence (P55212 194-293 limits assumed): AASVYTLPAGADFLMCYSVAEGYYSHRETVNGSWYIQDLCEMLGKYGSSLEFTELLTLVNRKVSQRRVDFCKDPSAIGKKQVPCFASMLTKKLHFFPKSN
INS-1E GSIS act – primary screen for activators of insulin secretion dependent on glucose, INS-1E cells, GLuc reporter luminescence; INS-1E GLuc reporter insulin secretion, 2-3 h; activation, % at 16.6 µM; 370,000 tested, 0.61% active; AID 743287;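 active = lowest replicate activation of at least 40%, so every replicate reaches that level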;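 also: 0% = median of neutral control wells and 100% = median of IBMX positive control wells; some compounds called inactive have numbers as strong as hits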
CFTR F508del cor – CFTR F508del correction in bronchial cells; CFBE cells, YFP halide quenching; stimulated with forskolin plus potentiator P3; % fluorescence drop versus neutral controls; activity (quench increase), % at 7.58 µM; 350,000 tested, 0.36% active;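 active = mean added fluorescence quench of at least 8% versus neutral control, with both replicates also reaching 8%; inconclusive = only one of the mean or replicate conditions met; inactive = mean below 8% and not both replicates reaching 8%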;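 also: cells transiently co-express mutant CFTR-F508del with the halide-sensitive YFP; corrector assay measuring rescue of mutant channel to the surface after 24 h compound exposure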
Xi reactivation – activators of X-chromosome reactivation in mouse fibroblasts; XiGFP mouse fibroblasts, % GFP-positive cells imaging, 3 d; cells co-treated with 5-aza-dC sensitizer; scaled so ellipticine positive control = 100%; activation, % at 7.58 µM; 360,000 tested, 0.055% active;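 active = mean normalized replicate activation at least 10% and every replicate at or above 10%; inconclusive = only one of the two criteria met; inactive = mean below 10% and not all replicates reach 10%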;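 also: 0% = median of on-plate neutral control wells and 100% = ellipticine 6 µM median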
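System: XiGFP fibroblasts, SV40-immortalized. Medium: DMEM plus 5-aza-dC sensitizer. Doses: single point. Timing: 3 d treatment, 15 min room-temperature fixation. Control set: ellipticine 6 µM.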
RAD52 inh – blocks human RAD52 DNA annealing. P43351. recombinant RAD52 DNA annealing, FRET fluorescence. inhibition, % at 18.7 µM. 360,000 tested, 0.46% active. AID 651710;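 active = every replicate showing at least 50% inhibition; inconclusive = mean inhibition at least 50% but not in every replicate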
An asterisk follows results filed as active; ? = inconclusive; / = no result given.

Order of results: CASP6 VEID inh	RAD54 branch	Xi reactivation	DENV2 CPE	CFTR F508del cor	RAD52 inh	E-sel inducer	INS-1E GSIS act
1: CCc1ccc(/C=C2\SC(=S)N(CCCC(=O)Nc3ccc(C(=O)O)cc3)C2=O)cc1
→ 3	-2	0.1	2	2.7	-10	0.0	0
2: Cc1ccc(-n2c(O)c(C=NCc3ccccn3)c3ccccc3c2=O)cc1C
→ 4	/	0.1	1	1.6	2	/	5
3: C[C@H]1COc2cccc(N3CCSCC3)c2S(=O)(=O)N1
→ 0	/	0.2	-4	-1.8	-1	0.1	3
4: CC(=O)N1CC2([N+](=O)[O-])CN(C(C)=O)CC([N+](=O)[O-])(C1)C2(C)C
→ 2	/	0.3	9	1.2	-8	2.0	1
5: C[C@H](NC(=O)C[C@@H]1C[C@H]2c3cc(NC(=O)c4cccnc4)ccc3O[C@H]2[C@@H](CO)O1)c1ccccc1
→ -2	-8	-0.1	-4	-3.0	5	0.0	21
6: O=C(Nc1ccncc1)c1c(Cl)cccc1Cl
→ -1	8	0.0	-3	5.1	4	/	-2
7: CSc1sc(C(=O)Nc2ccc(F)cc2F)c2c1C=CCC2
→ 0	-7	0.0	-2	4.6	-29	0.0	-3
8: CCCCNC(=O)c1nc(-c2cccnc2OC)oc1-c1ccc(Cl)cc1
→ 0	/	0.1	14	0.8	-8	0.7	-18
9: COc1ccc(C(=O)NCc2nnc(SCC(=O)N3CCC(C)CC3)o2)cc1
→ 2	/	0.1	7	0.1	-4	/	2
10: O=C(NCCO)c1ccc(-c2nnc(Nc3ccc(O)cc3)c3ccccc23)cc1
→ 1	-14	0.2	3	2.3	-8	-0.4	1
11: COCCN(Cc1ccccc1)C(=O)C1CCN(S(=O)(=O)c2ccc(OC)c(OC)c2)CC1
→ 0	-9	-0.1	-7	0.9	2	0.0	15
12: CN(Cc1ccccc1)C(=O)COC(=O)c1ccc(=O)n(Cc2ccccc2)n1
→ -1	4	1.9	-4	0.1	-2	4.7	6
13: C=CCC(C(=O)Oc1c(C(C)(C)C)cc(C)cc1C(C)(C)C)c1ccccc1 (stereo not drawn)
→ 0	-3	0.1	-2	1.0	-23	-0.3	10
14: C[C@H](CO)N1C[C@H](C)[C@@H](CN(C)C(=O)Nc2ccc(F)cc2)Oc2ccc(NC(=O)CCCCCC(=O)Nc3ccccc3N)cc2CC1=O
→ 0	/	-1.0	5	-2.3	25	12	3
15: COc1ccc(C(=O)N2CCCc3ccccc32)cc1OC
→ 0	-10	0.0	-1	3.3	-4	/	19
16: N#C/C(=C(/O)CN1CCCCC1)c1nc(-c2ccc(Cl)cc2)cs1
→ 1	5	/	-2	/	-10	/	0
17: NC(=O)N/N=C(/CCCCCC/C(=N\NC(N)=O)c1ccccc1)c1ccccc1
→ 6	14	0.4	-6	0.8	-13	/	/
18: C=CCOc1ccc(/C=C2/C(=N)N3N=C(CC(=O)N4CCCC4)SC3=NC2=O)cc1OC
→ -3	4	0.1	-5	0.9	-41	/	12
19: C[C@@H]1CN([C@@H](C)CO)S(=O)(=O)c2ccc(C#C[C@@H](C)O)cc2O[C@H]1CN(C)Cc1ccccc1
→ 0	-2	-1.2	7	-3.2	15	0.2	-11
20: COc1ccc2c3c(n(C)c2c1)[C@H](CO)N(C(=O)c1ccc(F)cc1)CC31CN(C(=O)Nc2ccc(F)cc2)C1
→ 0	/	0.2	-8	0.8	0	-0.2	0
21: Cc1ccccc1CN1C(=O)CSCC1(C)C(=O)Nc1ccc2c(c1)OCCO2 (stereo not drawn)
→ 7	/	0.0	-4	-1.1	-3	0.1	/
22: CCCCN(C)CCCN1C(=O)C2C(C(=O)Nc3cccc(OC)c3)C3C=CC2(O3)C1C(=O)NC1CCCCC1C (stereo not drawn)
→ -12	9	0.0	0	-1.7	-9	/	-4
23: O=C(C[C@H]1CC[C@H]2[C@@H](COC[C@H](O)CN2C(=O)c2ccccc2)O1)NCCCN1CCOCC1
→ 2	-13	-0.1	13	-1.0	-67	0.0	0
24: Cc1ccccc1-n1c(SCC(=O)N2CCOCC2)nc(O)cc1=O
→ 4	-7	/	7	-2.8	-4	/	/
25: Cc1cc(C)nc(-n2nc(C)c(Sc3ccc(F)cc3)c2N)n1
→ 0	-10	/	/	2.9	-2	/	-38
26: CCc1ccc2nc(NC(=O)Cn3cnc4ccccc4c3=O)sc2c1
→ 0	-18	-0.3	2	2.0	-19	/	-2
27: O=C(Nc1ccccc1)O/N=C1/CCCc2occc21
→ -4	-22	0.0	-3	2.4	-5	0.0	/
28: O=C(NCc1cccc(Cl)c1)C1Cc2c(-c3ccccc3Oc3ccccc3)ccnc2O1 (stereo not drawn)
→ -1	-3	0.0	12	-4.1	-9	-0.2	-4
29: CC(=O)NC1(C(F)(F)F)C(=O)Nc2c1c(=O)[nH]c(=O)n2-c1ccccc1 (stereo not drawn)
→ -2	/	0.0	-3	-1.5	18	-0.8	4
30: COc1ccc(CC(=O)OCC(=O)NCC2CCCO2)cc1OC (stereo not drawn)
→ 0	-6	-1.1	-5	0.7	-6	0.7	/

In another format: entries from further up
| nr | SMILES | CASP6 VEID inh | RAD54 branch | Xi reactivation | DENV2 CPE | CFTR F508del cor | RAD52 inh | E-sel inducer | INS-1E GSIS act |
| --- | --- | --- | --- | --- | --- | --- | --- | --- | --- |
| 23 | O=C(C[C@H]1CC[C@H]2[C@@H](COC[C@H](O)CN2C(=O)c2ccccc2)O1)NCCCN1CCOCC1 | 2 | -13 | -0.1 | 13 | -1.0 | -67 | 0.0 | 0 |
| 24 | Cc1ccccc1-n1c(SCC(=O)N2CCOCC2)nc(O)cc1=O | 4 | -7 | / | 7 | -2.8 | -4 | / | / |
| 25 | Cc1cc(C)nc(-n2nc(C)c(Sc3ccc(F)cc3)c2N)n1 | 0 | -10 | / | / | 2.9 | -2 | / | -38 |
| 26 | CCc1ccc2nc(NC(=O)Cn3cnc4ccccc4c3=O)sc2c1 | 0 | -18 | -0.3 | 2 | 2.0 | -19 | / | -2 |
| 27 | O=C(Nc1ccccc1)O/N=C1/CCCc2occc21 | -4 | -22 | 0.0 | -3 | 2.4 | -5 | 0.0 | / |
| 28 | O=C(NCc1cccc(Cl)c1)C1Cc2c(-c3ccccc3Oc3ccccc3)ccnc2O1 (stereo not drawn) | -1 | -3 | 0.0 | 12 | -4.1 | -9 | -0.2 | -4 |
| 29 | CC(=O)NC1(C(F)(F)F)C(=O)Nc2c1c(=O)[nH]c(=O)n2-c1ccccc1 (stereo not drawn) | -2 | / | 0.0 | -3 | -1.5 | 18 | -0.8 | 4 |
| 30 | COc1ccc(CC(=O)OCC(=O)NCC2CCCO2)cc1OC (stereo not drawn) | 0 | -6 | -1.1 | -5 | 0.7 | -6 | 0.7 | / |

Next part.
Order of results: CASP6 VEID inh	RAD54 branch	Xi reactivation	DENV2 CPE	CFTR F508del cor	RAD52 inh	E-sel inducer	INS-1E GSIS act
31: Nc1cc(C(=O)N/N=C/c2cccc([N+](=O)[O-])c2)n[nH]c1=O
→ -4	-1	0.0	6	-1.5	-4	0.4	5
32: CCn1nc(C(=O)O)c(=O)c2cc3c(cc21)OCO3
→ 0	14	0.0	-8	-3.2	5	0.1	/
33: O=C(C[C@@H]1CC[C@H]2[C@@H](COC[C@@H](O)CN2Cc2ccc(Oc3ccccc3)cc2)O1)N1CCOCC1
→ 0	-1	0.5	4	1.3	-3	0.1	11
34: CCC(=O)N(C)C[C@H]1Oc2ncc(C#CCC3CCCC3)cc2C(=O)N([C@H](C)CO)C[C@@H]1C
→ 0	-3	-0.2	-5	-1.8	-6	0.4	-16
35: O=C(COC(=O)CCc1ccccc1)NCc1ccccc1
→ 3	4	0.0	-3	-0.9	-6	/	4
36: COCCNC(=O)C1CCCN(C(=O)c2sccc2C)CC1 (stereo not drawn)
→ -2	-4	0.1	8	-1.0	-4	-0.8	/
37: N/C(=N\OC(=O)c1ccccc1Br)c1cccc([N+](=O)[O-])c1
→ 8	9	0.3	16	1.4	-11	0.0	41*
38: Cc1ccc(C(=O)N/C(=C/c2ccco2)C(=O)Nc2cccc(C(=O)O)c2)cc1
→ 8	/	0.0	-6	-1.4	-92	-0.3	-8
39: O=C(CCCC(=O)N(c1ccc(F)cc1)C(C(=O)NC1CCCC1)c1ccc(O)cc1)Nc1ccccn1 (stereo not drawn)
→ 1	4	0.1	1	1.2	-5	/	-32
40: CO[C@H]1CN(C)C(=O)c2cc(NC(C)=O)ccc2OC[C@H](C)N(C(=O)C2CCC2)C[C@H]1C
→ 3	5	0.9	-6	1.3	-8	0.0	-6
41: Cc1ccccc1CN1C(=O)[C@@H]2Cc3c([nH]c4ccccc34)C(C)(C)N2C1=O
→ 0	3	-0.1	-1	2.1	-9	-0.1	-27
42: CO[C@@H]1CN(C)C(=O)c2ccc(NS(=O)(=O)c3ccc(C)cc3)cc2OC[C@H](C)N(C)C[C@@H]1C
→ 1	6	0.4	-4	/	0	0.1	5
43: O=S(=O)(c1cccc(F)c1)N1CCN(C(=S)NCC2CCCO2)CC1 (stereo not drawn)
→ 1	1	-0.1	-7	0.9	-19	-0.2	4
44: COC(=O)c1cc(S(=O)(=O)N2CCN(c3ccccc3OC)CC2)cn1C
→ 2	-3	0.0	1	-0.8	-4	/	/
45: C[C@@H]1CN([C@@H](C)CO)C(=O)c2cc(NS(=O)(=O)c3ccccc3)ccc2O[C@@H](C)CCCCO[C@@H]1CN(C)C(=O)Nc1ccc(F)cc1
→ -2	5	-0.3	-9	-1.1	4	-0.2	-10
46: CC=Cc1ccc2n(c1=O)C[C@@H]1[C@@H](CO)[C@H](C(=O)N3CCC(Cc4ccccc4)CC3)N(CC)[C@H]21 (mixture of isomers)
→ 0	0	0.0	-1	-0.9	-15	-0.6	-11
47: C[C@H]1CN([C@@H](C)CO)C(=O)c2cccc(NS(C)(=O)=O)c2O[C@H]1CN(C)Cc1ccc(C(F)(F)F)cc1
→ 1	-15	0.0	1	2.9	-6	?	-11
48: CO[C@@H]1CN(C)C(=O)c2ccc(NC(=O)C3CC3)cc2OC[C@@H](C)N(C(=O)NC(C)C)C[C@H]1C
→ -1	-11	-0.1	-3	-0.3	8	0.1	9
49: Cc1ccc(C(=O)N2CCCC2)cc1S(=O)(=O)Nc1cccc(C)c1C
→ -2	0	0.0	1	1.9	-13	-2.3	-4

Bioassay records as filed in PubChem.
